Assay outcomes: PubChem, several laboratories
Rpn11 inh – Rpn11 (human) deubiquitinase inhibition. 360,000 tested, 0.59% active. human 26S proteasome, Ub4-pepOG fluorescence polarization; 20S core pre-blocked with epoxomicin. calls only at 20 µM. AID 588493;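 active means inhibition at 20 µM, scaled to each plate's controls, above about 33%, limit read from the data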
Target sequence (O00487 whole entry, looked up): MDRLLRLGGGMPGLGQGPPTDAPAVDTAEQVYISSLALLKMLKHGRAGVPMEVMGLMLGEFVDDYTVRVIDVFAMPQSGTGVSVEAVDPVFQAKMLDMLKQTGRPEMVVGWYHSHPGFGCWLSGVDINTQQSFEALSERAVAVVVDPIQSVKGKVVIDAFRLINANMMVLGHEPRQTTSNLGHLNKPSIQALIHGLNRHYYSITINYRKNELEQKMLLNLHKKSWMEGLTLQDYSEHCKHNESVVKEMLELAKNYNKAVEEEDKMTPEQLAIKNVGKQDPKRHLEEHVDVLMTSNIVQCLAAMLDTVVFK
DNMT1 inh – inhibitors of human DNMT1; P26358; 360,000 tested, 0.83% active; DNMT1 molecular beacon, Hinp1I cleavage, fluorescence; inhibition (reported as % activation of signal), % at 10 µM; AID 588458; in the data active means inhibition above about 50%
CSN inh – CSN deneddylation inhibition; Purified CSN, SCF-Nedd8-OG deneddylation, fluorescence polarization; Q92905; inhibition, % at 12.5 µM; 360,000 tested, 0.38% active;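 active means pattern-corrected inhibition above about 35%, with an unprinted fluorescence ratio check between 0.5 and 1.5, limit read from the data, passing the limit was not always enough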;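 further: 0% = enzyme with substrate and 100% = substrate without enzyme; some results filed as inactive read as strong as hits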
Target sequence (Q92905 whole entry, looked up, one chain of several): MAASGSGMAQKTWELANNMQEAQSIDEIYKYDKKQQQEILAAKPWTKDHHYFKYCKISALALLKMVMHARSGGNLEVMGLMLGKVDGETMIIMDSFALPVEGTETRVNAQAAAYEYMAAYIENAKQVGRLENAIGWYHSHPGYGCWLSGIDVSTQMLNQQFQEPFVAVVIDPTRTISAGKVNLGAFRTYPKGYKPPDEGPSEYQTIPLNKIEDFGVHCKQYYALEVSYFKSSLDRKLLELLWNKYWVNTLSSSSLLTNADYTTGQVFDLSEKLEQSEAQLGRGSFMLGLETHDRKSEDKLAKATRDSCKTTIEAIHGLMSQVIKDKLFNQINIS
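test system = HEK293T-derived human Csn5 enzyme | amount = 0.24 nM Csn5 enzyme, final concentration | medium = Tris/NaCl/DTT buffer, pH 7.5 | schedule = 90 min reaction at room temperature | signal = FP | evaluation = inhibition of Csn5 cleavage, % | compound dosing = single dose of 12.5 µM compound with 0.25% DMSO | probe or stimulus = 10 nM SCFSkp2-Nedd8OG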
MsrA inhibitor – bovine MsrA inhibition | purified bovine MsrA, absorbance read-out | inhibition, % at 15.5 µM | 360,000 tested, 0.75% active | AID 651718; in the data active means inhibition above about 4.5%;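 further: 0% = vehicle wells with enzyme and 100% = reference inhibitor wells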
SUMO1 PPI mod – SUMO1-SIM interaction modulation | SUMO1 binding to a labelled peptide, TR-FRET, 1 h | inhibition, % at 20 µM | 360,000 tested, 0.33% active | AID 602429; in the data active means inhibition above about 37%
Target sequence (P63165 whole entry, looked up): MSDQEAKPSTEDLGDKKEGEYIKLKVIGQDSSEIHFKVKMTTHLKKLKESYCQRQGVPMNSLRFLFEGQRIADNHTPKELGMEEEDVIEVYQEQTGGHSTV
LMPTP inh – LMPTP (human) inhibition. AID 651560. 360,000 tested, 0.22% active. recombinant LMPTP-A, OMFP fluorogenic substrate, fluorescence intensity. P24666. inhibition, % at 20 µM;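 active means compounds that cut the enzyme signal by at least half of the control window in the single-dose screen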;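 further: plate controls were DMSO wells with enzyme plus substrate for no effect and substrate without enzyme for full effect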
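test system = LMPTP-A | amount = 0.625 nM LMPTP-A final | reagent = fluorogenic phosphatase substrate OMFP at 400 µM final | incubation = 50 min at room temperature | benchmarks = no-enzyme low control, uninhibited high control | medium = Bis-Tris pH 6.0, DTT, detergent | signal = fluorescence intensity of OMFP turnover product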
NadD block – blocks S. aureus nicotinate mononucleotide adenylyltransferase. purified NadD enzyme, colorimetric absorbance read-out. inhibition, % at 20 µM. 360,000 tested, 0.78% active; in the data active means inhibition above about 26%; further: some compounds past the cut are filed as inactive
STEP inh – blocks human striatal-enriched tyrosine phosphatase; recombinant STEP, OMFP fluorogenic substrate, fluorescence; 360,000 tested, 0.25% active; AID 588621; inhibition, % at 20 µM; P54829;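 active means inhibition at 20 µM, scaled per plate between control wells, above about 37%, limit read from the data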;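 further: 0% = DMSO with enzyme and substrate and 100% = substrate only without enzyme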
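Test system: STEP tyrosine phosphatase / Reagent: OMFP at 25 µM / Doses: 20 µM, 1% DMSO / Read-out: percent inhibition scaled to no-enzyme and uninhibited-enzyme controls, plate-pattern corrected / Detection: FITC-channel fluorescence of OMFP product / Medium: Bis-Tris buffer pH 6.0, 2.5 mM DTT, 0.005% Tween 20 / Schedule: 20 min at room temperature, dark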
Scp1 inh – inhibitors of human Scp-1 phosphatase | inhibition, % at 20 µM | AID 493091 | 340,000 tested, 0.88% active | Recombinant Scp1, phosphopeptide, malachite green phosphate absorbance | Q9GZU7;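 active means inhibition above about 50% at 20 µM, limit read from the data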;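 further: plate controls were DMSO wells with enzyme for no effect and wells lacking enzyme for full effect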
Target sequence (Q9GZU7 76-261 limits assumed): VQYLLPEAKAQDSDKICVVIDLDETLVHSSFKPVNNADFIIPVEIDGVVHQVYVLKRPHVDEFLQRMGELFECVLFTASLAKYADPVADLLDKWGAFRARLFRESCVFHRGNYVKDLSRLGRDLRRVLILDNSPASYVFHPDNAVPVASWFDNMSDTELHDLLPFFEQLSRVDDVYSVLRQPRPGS
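Test system: SCP-1 catalytic domain; Buffer or medium: Acidic Tris acetate buffer with magnesium and detergent; Also added: Phosphorylated 17-residue peptide substrate; Compound: single 20 µM dose, 1% DMSO; Schedule: enzyme reaction 45 min at room temperature, colour 5 min, stabilisation 30 min; Signal: Phosphate-binding colour reagent, absorbance read at 630 nm.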
TbMetRS inhib – blocks T. brucei methionyl-tRNA synthetase activity. 360,000 tested, 0.4% active. purified T. brucei MetRS, ATP depletion, Kinase-Glo luminescence. inhibition, % at 11.9 µM;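 active means inhibition above a per-plate cutoff of the control wells' mean inhibition plus 3 SD, cut at about 5.5% in these data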;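 further: 0% = DMSO wells median and 100% = median of wells with control inhibitor compound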
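Measured by: Kinase-Glo luciferase luminescence reporting remaining unconsumed ATP. Material: purified T. brucei MetRS enzyme. Doses: 11.9 µM compound single dose, 0.9% DMSO. Medium: HEPES buffer containing pyrophosphatase, BSA, spermine, DTT. Times: 15 min preincubation, 2 h reaction, all 25 °C. Reagent: methionine, ATP and bulk E. coli tRNA.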
* = called active by the depositor; i = inactive; · = not tested or not shown; + = active, no number.

Rpn11 inh	DNMT1 inh	CSN inh	MsrA inhibitor	SUMO1 PPI mod	LMPTP inh	NadD block	STEP inh	Scp1 inh	TbMetRS inhib	mol
i	-1	1	-0.7	0	0.8	6	0	-1	-0.1	Cc1ccc(NC2CCCN(C(=O)c3ccc4[nH]ccc4c3)C2)cc1C (centres undefined)
i	2	0	1.0	-2	-0.9	-4	-2	-3	0.1	OC(CNCC1COc2ccccc2O1)COc1ccccc1F (centres undefined)
i	1	0	1.3	-1	-1.0	3	-3	8	-0.4	CC(=O)Nc1nc(=S)n(-c2ccccc2)[nH]1
i	4	-2	-0.3	0	1.2	-1	5	-3	-0.5	CCOc1ccc(NC(=S)N2CCC(NC(=O)c3ccccc3C)CC2)cc1
i	0	0	-0.3	-1	-1.1	2	-2	-1	-0.9	OCCC1CN(Cc2nc3ccccc3s2)CCN1C1CCCCC1 (centres undefined)
i	3	-2	-0.1	4	-0.6	1	0	-2	-0.2	CC(=O)c1ccccc1NC(=O)COC(=O)CSCC(=O)Nc1cc(C)on1
+	-41	115*	2.2	92*	67*	51*	51*	-8	-0.2	CN1CCc2c(sc(/N=C/c3c[nH]c4ccccc34)c2C(N)=O)C1
i	3	-5	-1.4	0	-0.3	0	-2	-8	-0.2	CC(=O)Nc1c(C)ccc(S(N)(=O)=O)c1C
i	1	-2	1.1	2	-0.7	5	0	-2	-0.1	COc1ncnc2c1oc1nc(C(C)C)c3c(c12)CC(C)(C)OC3
i	-1	1	-0.7	2	-1.2	-5	2	-11	-0.1	CC1CC(C)CN(C(=O)c2ccc(CNc3c(N4CCCC4)c(=O)c3=O)cc2)C1 (centres undefined)
i	4	-1	-0.3	-4	-2.1	-3	0	-8	-1.4	CS(=O)(=O)Nc1nnc(Cc2ccccc2)s1
i	0	0	-1.3	-5	-0.4	-4	-2	-1	0.0	COc1ccc(/C(C)=C(\C#N)C(=O)OC(C)C)cc1OC
i	-3	-1	-0.2	2	0.9	-6	-1	-12	0.0	C=CCNC(=O)C(=O)Nc1ccc2c(c1)N(S(=O)(=O)c1cccs1)CCC2
i	3	2	0.9	2	-1.0	-2	-3	-2	0.4	O=C(N/C(C(=O)N1CCOCC1)=C(\Sc1ncccn1)c1ccccc1)c1ccccc1
i	2	-2	0.1	-4	1.8	-5	3	-11	0.3	CN(Cc1ccccc1)S(=O)(=O)c1ccccc1[N+](=O)[O-]

Compound profiles, from the list above. Values in the order: Rpn11 inh | DNMT1 inh | CSN inh | MsrA inhibitor | SUMO1 PPI mod | LMPTP inh | NadD block | STEP inh | Scp1 inh | TbMetRS inhib
Entry for `CC1CC(C)CN(C(=O)c2ccc(CNc3c(N4CCCC4)c(=O)c3=O)cc2)C1` (centres undefined) : i | -1 | 1 | -0.7 | 2 | -1.2 | -5 | 2 | -11 | -0.1
Entry for `CN(Cc1ccccc1)S(=O)(=O)c1ccccc1[N+](=O)[O-]` : i | 2 | -2 | 0.1 | -4 | 1.8 | -5 | 3 | -11 | 0.3

(list continues)
Rpn11 inh	DNMT1 inh	CSN inh	MsrA inhibitor	SUMO1 PPI mod	LMPTP inh	NadD block	STEP inh	Scp1 inh	TbMetRS inhib	mol
i	7	1	0.5	-1	-1.5	-6	0	2	0.3	O=C1[C@H]2[C@@H](C3CC3)N3C(=O)CN(CC4CC4)C(=O)[C@@]3(Cc3ccccc3)[C@H]2C(=O)N1c1ccccc1
i	1	0	-0.6	-3	-0.8	4	-2	·	-0.2	CC(C)N(Cc1nccn1C)C(=O)C1CCC(=O)N(CCc2ccccc2)C1 (centres undefined)
i	0	2	1.3	1	-1.5	-7	-2	-1	-0.9	COc1ccc(NC(=O)CCCC(=O)c2ccccc2)cc1
i	-5	-3	-0.8	-4	0.7	-9	-4	·	-0.3	O=C(OCn1nnc2ccccc2c1=O)c1ccc(F)c(S(=O)(=O)N2CCOCC2)c1
i	2	1	-2.1	2	1.2	33*	2	4	-0.1	O=C1N/C(=N\N=C\c2ccc3ncccc3c2)SC1Cc1ccc(SC(F)F)cc1 (centres undefined)
i	1	-5	0.7	-3	-0.9	-6	-1	84*	-0.4	COc1cc(/C=C/C2=CC(C)(C)NC(=S)N2)cc(OC)c1OC
i	-4	3	0.4	5	0.9	4	-2	-3	-0.2	Cc1c(O)nc(SCC(=O)Nc2ccc3c4c(cccc24)CC3)n(-c2ccc(F)cc2)c1=O
i	-1	3	0.2	4	-1.8	4	0	-4	1.6	O=C(Cc1ccc2ccccc2c1)Nc1ccccc1Br
i	-1	2	1.1	2	-1.6	-5	-1	·	-0.7	CN(C)S(=O)(=O)c1ccc(C(=O)Nc2nnc(SCC(=O)N3CCOCC3)s2)cc1
i	3	1	0.7	0	-1.3	-7	1	-5	-0.6	COCCn1c(=O)[nH]c2cc(C(=O)NCCCN3CCN(c4ccc(F)cc4)CC3)ccc2c1=O
i	21	-8	0.1	1	-1.8	4	-4	1	0.6	Cc1ccnc(NC(=S)NC(=O)/C=C/c2ccc(Cl)cc2)c1
i	6	6	-0.9	-3	-30	10	-12	-13	-0.2	O=C1NC(=O)/C(=C\c2ccccc2Oc2ccc(F)c(F)c2)S1
i	4	1	4.9*	0	-1.0	-1	16	-15	-0.1	O=S(=O)(Nc1nc2ccccc2nc1OCC(F)(F)F)c1cccs1
i	-20	2	-0.9	-1	4.0	44*	0	2	0.5	CCN(CC)S(=O)(=O)c1cccc(NC(=O)C2SC(=Nc3ccc(C)cc3C)C(C(=O)NC(C)COC)=C2N)c1 (centres undefined)
i	7	-3	0.3	-6	0.9	-9	3	-5	0.1	Cc1ccc(S(=O)(=O)N(C)C)cc1NC(=S)NC(C)CCCC(C)C (centres undefined)
i	-5	1	-0.1	0	-0.5	0	1	0	0.6	Cc1cc(Cl)ccc1OCC(=O)OC(C)C(=O)NC(N)=O (centres undefined)
i	-3	1	0.0	0	-0.3	-6	0	9	-0.5	CC1CCN(CCCNC(=O)CCCNC(=O)Cn2cnc3sc4c(c3c2=O)CCCC4)CC1
i	2	1	-1.0	1	0.3	4	-2	-4	-0.3	CCC(=O)N1CCc2cc(S(=O)(=O)CCC(=O)Nc3ccc(C)cn3)ccc21
i	-6	3	-0.1	-3	0.2	2	-2	-4	-1.4	Cc1cccc(OCC2=N/C(=C\N(C)C)C(=O)O2)c1
i	76*	-3	-1.1	-4	-0.5	-2	-1	-2	-0.4	CCOC(=O)CSc1nsc(SCC(=O)OCC)c1C#N
i	6	-11	0.9	0	0.2	-6	-1	15	-0.4	CCOC(=O)NC1(Nc2ccc(C)cc2)Oc2ccccc2O1
i	39	7	0.2	-20	4.3	31*	3	-5	0.0	Cc1cc([N+](=O)[O-])ccc1-c1ccc(/C=N/NC(=O)c2ccc(Br)o2)o1
i	-5	6	2.8	-13	0.5	6	0	-5	-0.5	Nc1n[nH]c(N)c1N=Nc1ccccc1F
i	-5	2	0.9	9	6.8	-2	3	-1	0.1	COc1ccc(-n2c(C)cc(C(=O)Cn3c(NCCO)nc4ccccc43)c2C)cc1
i	-4	4	2.1	5	-0.9	-6	1	4	-0.8	CCOC(=O)c1c(NC(=O)c2ccccc2C(=O)O)sc2c1CCC2
+	-4	1	0.1	-15	1.2	1	3	-2	-0.5	CC1Cc2ccccc2N1C(=O)c1ccc(N2CCCCC2)c([N+](=O)[O-])c1 (centres undefined)
i	23	-18	1.7	-18	2.1	3	2	-11	1.0	CC(=O)c1c2c3c(c(Br)ccc3n(C)c1=O)C(=O)c1ccccc1-2
i	-5	-2	2.0	-10	-1.5	5	-2	37	-0.5	CC(=O)c1c(COC(=O)c2cccnc2)nc2ccccc2[n+]1[O-]

Reprinted at random: six records from the list, in no set order.
Rpn11 inh	DNMT1 inh	CSN inh	MsrA inhibitor	SUMO1 PPI mod	LMPTP inh	NadD block	STEP inh	Scp1 inh	TbMetRS inhib	mol
i	-3	1	0.0	0	-0.3	-6	0	9	-0.5	CC1CCN(CCCNC(=O)CCCNC(=O)Cn2cnc3sc4c(c3c2=O)CCCC4)CC1
i	-5	2	0.9	9	6.8	-2	3	-1	0.1	COc1ccc(-n2c(C)cc(C(=O)Cn3c(NCCO)nc4ccccc43)c2C)cc1
+	-4	1	0.1	-15	1.2	1	3	-2	-0.5	CC1Cc2ccccc2N1C(=O)c1ccc(N2CCCCC2)c([N+](=O)[O-])c1 (centres undefined)
i	-5	1	-0.1	0	-0.5	0	1	0	0.6	Cc1cc(Cl)ccc1OCC(=O)OC(C)C(=O)NC(N)=O (centres undefined)
i	2	1	-1.0	1	0.3	4	-2	-4	-0.3	CCC(=O)N1CCc2cc(S(=O)(=O)CCC(=O)Nc3ccc(C)cn3)ccc21
i	39	7	0.2	-20	4.3	31*	3	-5	0.0	Cc1cc([N+](=O)[O-])ccc1-c1ccc(/C=N/NC(=O)c2ccc(Br)o2)o1

Outcome played no part in choosing rows. About 3.9% of those tested had a hit in this group.
